Screening data deposited in PubChem BioAssay by several laboratories.
E-sel TNF inh: TNF alpha driven E-selectin expression inhibition. HUVEC TNFa-induced E-selectin immunofluorescence, high content. inhibition, % at 2 µM. 0.71% of 120,000 active. AID 1246;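 active means inhibition above the batch mean plus 3 SD, and confirmed as a hit on visual image review, cut at about 43% in these data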;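 further: 0% = TNF-stimulated DMSO wells and 100% = unstimulated control wells; not every result past the cut was called active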
Yeast life ext: yeast lifespan extension; S. cerevisiae growth with nicotinamide, OD615; deaD strain in restrictive glucose medium; 0.68% of 130,000 active; inhibition of the nicotinamide effect, % at 10 µM;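 active means inhibition above a set limit, placed 3 SD over the median of all compounds, cut at about 26% in these data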;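 further: 0% = nicotinamide-treated wells and 100% = cells grown without nicotinamide; some compounds called inactive have numbers as strong as hits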
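Material: Modified budding yeast, DeaD strain | Medium: Restrictive glucose medium | Probe or stimulus: 1.5 mM nicotinamide | Dosing: Single dose 10 µM compound, 0.25% DMSO | Times: 48 h at 30 °C | Technique: OD615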
NPY Y2 blocker: blocks the human neuropeptide Y Y2 receptor | NPY-Y2 expressing cells, antagonist mode | AID 793 | inhibition, % at 2.7 µM | 0.99% of 140,000 active | P49146; in the data active means inhibition above about 17%;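 further: 0% = vehicle with agonist challenge and 100% = reference antagonist with challenge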
Target sequence (P49146 whole entry, looked up): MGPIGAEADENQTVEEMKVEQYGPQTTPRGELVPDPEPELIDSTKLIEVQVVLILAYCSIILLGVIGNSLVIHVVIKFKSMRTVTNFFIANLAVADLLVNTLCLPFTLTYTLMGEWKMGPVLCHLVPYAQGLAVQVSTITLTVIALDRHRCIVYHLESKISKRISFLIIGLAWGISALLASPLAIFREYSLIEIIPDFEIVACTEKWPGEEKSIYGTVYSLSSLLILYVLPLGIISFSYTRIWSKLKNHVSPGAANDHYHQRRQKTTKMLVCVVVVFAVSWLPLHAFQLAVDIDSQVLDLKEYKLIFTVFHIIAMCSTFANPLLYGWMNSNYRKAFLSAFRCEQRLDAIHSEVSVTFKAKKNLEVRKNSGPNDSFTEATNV
Measles CPE: protection of cells from measles virus; protection (pct of control), % at 4 µM; 1.5% of 140,000 active; Measles virus-infected cells, CPE protection, absorbance; in the data active means protection mostly above about 24%, no sharp cut-off; inactive means mostly below about 26%; further: some compounds called inactive have numbers as strong as hits
GALR2 blocker: GALR2 (human) receptor antagonism | inhibition, % at 4 µM | GALR2-expressing cells, antagonist mode | 0.39% of 140,000 active; in the data active means inhibition above about 27%;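 further: cells stimulated with galanin 1-16 at roughly its EC80; 0% = agonist challenge control and 100% = basal control without agonist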
Target sequence (O43603 whole entry, looked up): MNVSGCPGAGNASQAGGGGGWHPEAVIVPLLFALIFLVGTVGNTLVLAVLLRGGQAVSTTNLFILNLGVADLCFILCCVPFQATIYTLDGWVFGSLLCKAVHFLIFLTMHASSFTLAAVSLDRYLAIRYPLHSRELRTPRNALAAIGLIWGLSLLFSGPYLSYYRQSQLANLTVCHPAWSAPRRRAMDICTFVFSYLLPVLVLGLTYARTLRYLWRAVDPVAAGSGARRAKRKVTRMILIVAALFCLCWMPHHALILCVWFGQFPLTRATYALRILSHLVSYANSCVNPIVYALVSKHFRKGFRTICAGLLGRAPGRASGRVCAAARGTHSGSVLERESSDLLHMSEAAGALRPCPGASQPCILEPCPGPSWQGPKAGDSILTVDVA
HCT116 bCat-KO: beta-catenin-lacking colon tumor cell growth suppression. viability, % at 10 µM. 1.5% of 140,000 active. HCT116 beta-catenin knockout viability, CellTiter-Glo, 60 h; active compounds read low;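 active means viability at or under a set limit, the compound median less 4 SD, cut at about 6% in these data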;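 further: 0% = Hyamine 1622 control at 20 µM and 100% = untreated cell control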
HCT116 PTEN-null: PTEN-deleted cell growth suppression; HCT116 PTEN-null viability, CellTiter-Glo, 60 h; active compounds read low; 1.2% of 140,000 active; viability, % at 10 µM; AID 827;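 active means viability at or below a set limit, 4 SD under the median of all tested compounds, cut at about 3.7% in these data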;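 further: PTEN knockout HCT116 line with beta catenin targeted HCT116 as companion control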
Yeast growth inh: chemicals that inhibit yeast BB579 growth in restrictive medium (lifespan-shortening candidates) | AID 804 | inhibition, % at 10 µM | S. cerevisiae BB579 growth, OD615, 48 h | 0.51% of 140,000 active;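 active means inhibition above a set limit, 3 SD over the mean compound inhibition, cut at about 44% in these data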; further: inactives centre near -24
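Test system: DeaD yeast strain BB579 / Buffer or medium: restrictive glucose-based CSMM-D medium / Doses: single 10 µM dose / Schedule: 4 h cell preincubation, 48 h compound exposure, 30 °C humidified / Technique: culture absorbance at 615 nm / Controls: amphotericin B positive control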
Phagocytosis inh: inhibitors of macrophage phagocytosis; J774A.1 macrophage IgG-bead phagocytosis, imaging; inhibition, % at 5 µM; 0.07% of 110,000 active; AID 1029;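 active means inhibition above the mean of the plate negative controls plus 5 SD, cut at about 13% in these data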;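 further: phagocytic index as fraction of beads internalized from green versus red external bead signal; plate controls were DMSO negative control for no effect and cytochalasin-D positive control for full effect; some results beyond the cut were filed as inactive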
MRP-1 activ: activators of MRP-1. H69AR cells + doxorubicin, viability rescue, CellTiter-Glo. viability increase, % at 10 µM. 0.61% of 140,000 active;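 active means viability gain under doxorubicin at or above a set limit, the compound median plus 3 SD, cut at about 4.7% in these data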;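 further: MRP-1 overexpressing cells given doxorubicin 25 µM after compound pretreatment; 18-22 h compound pretreatment then 72 h with doxorubicin before readout; 0% = doxorubicin-only wells and 100% = vehicle-treated cells without doxorubicin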
* marks the source's active call; other numbers are inactive results; · = not tested or not shown; & = joins results of further samples. Hits appear at their usual frequency; any-hit rate near 6.1%.

Results follow in this order: E-sel TNF inh	Yeast life ext	NPY Y2 blocker	Measles CPE	GALR2 blocker	HCT116 bCat-KO	HCT116 PTEN-null	Yeast growth inh	Phagocytosis inh	MRP-1 activ
> O=C(Nc1nc2ccccc2s1)C1CC(=O)N(c2ccc(F)cc2)C1 (centres undefined)
    2	-15	12	0	-4	88	92	-14	0	-2.0
> O=C(CSc1nnc(-c2ccccn2)n1Cc1ccco1)c1ccc(Cl)cc1
    ·	-5	7	6	-4	100	91	-52	0	-1.2
> N#Cc1c(-c2ccccc2)c(-c2ccccc2)nn(CC(=O)NNC(=O)Nc2ccc(Cl)c(Cl)c2)c1=O
    17	-17	-1	4	-12	35	29&34	-37	·	1.8
> CCOC(=O)c1ccc(NC(=O)CSCc2ccco2)cc1
    4	-18	-2	5	-1	71	68	-12	-1	-1.1
> O=C(O)CCC(=O)N1CCN(c2ccc(C(=O)c3ccc(F)cc3)cc2)CC1
    -9	-15	0	14	2	99	86	0	-1	-1.2
> O=C(NCc1cn(-c2ccccc2)nc1-c1ccccc1)c1cc([N+](=O)[O-])cc([N+](=O)[O-])c1
    5	-20	1	20	1	77	80	-19	·	0.1
> CCCn1cc2c(c1-c1cccc(C)c1)c(=O)n(C)c(=O)n2C
    -34	36	-1	3	15	89	102	-45	-3	-2.1
> CN(c1ccccc1C(=O)Nc1ccc2c(c1)OCCO2)S(C)(=O)=O
    -12	-4	1	19	-11	85	92	-8	·	-2.2
> CCOC(=O)C1=C(C)NC(=S)N(C(C)=O)C1c1ccccc1 (centres undefined)
    10	·	2	1	14	88	98	-14	·	-4.7
> CCCCn1c(N)c(Sc2ccc(Cl)cc2)c(=O)[nH]c1=O
    -5	-2	4	7	-6	95	87	-15	·	-2.6
> CC(C)C1Cc2c(sc3[nH]c(=S)n(Cc4ccccc4)c(=O)c23)CO1 (centres undefined)
    4	-2	-2	3	-3	43	60	-60	0	-0.7
> CC(C)CC(=O)Nc1cccc(C(=O)Nc2ccccc2C(=O)O)c1
    12	-7	3	14	-4	100	105	-6	-1	-1.0
> CCC(=O)N/N=C(\C)CC(=O)Nc1cc(Cl)ccc1C
    ·	7	2	7	-17	93	92	-51	-2	-1.0
> COCCCNC(=O)c1cn(C)c(=O)c2cc(OC)c(OC)cc12
    ·	-10	1	8	-3	85	88	8	2	-2.7
> O=C(CSc1nnc(Cn2nnc3ccccc32)o1)Nc1ccc(Cl)cc1
    -26	·	5	28	-6	100	108	-30	·	1.6
> O=S(=O)(Nc1ccccn1)c1ccc(C2CCCCC2)cc1
    -4	-18	-1	8	-17	95	88	-37	1	-1.0
> CC(C)NC(=O)c1cnn2c1NC(c1cccs1)CC2C(F)(F)F (centres undefined)
    -2	·	6	26	9	94	93	-18	·	1.2
> CCOc1cccc(C(=O)NC2CCCCC2)c1
    13	-5	3	8	13	88	99	-32	-1	-0.3
> Cc1ccc(OCC(=O)Nc2ccc(C)c(S(=O)(=O)N3CCCCC3)c2)c([N+](=O)[O-])n1
    ·	-2	1	5	-11	83	73	-29	-3	1.3
> Cc1ccc(S(=O)(=O)N2CCOCC2)cc1C(=O)NCc1cccnc1
    11	-7	-1	3	13	94	105	-46	·	-0.1

Quoted at random: 2 compounds from above, in no set order.
Results follow in this order: E-sel TNF inh	Yeast life ext	NPY Y2 blocker	Measles CPE	GALR2 blocker	HCT116 bCat-KO	HCT116 PTEN-null	Yeast growth inh	Phagocytosis inh	MRP-1 activ
> O=S(=O)(Nc1ccccn1)c1ccc(C2CCCCC2)cc1
    -4	-18	-1	8	-17	95	88	-37	1	-1.0
> Cc1ccc(S(=O)(=O)N2CCOCC2)cc1C(=O)NCc1cccnc1
    11	-7	-1	3	13	94	105	-46	·	-0.1

Further entries.
Results follow in this order: E-sel TNF inh	Yeast life ext	NPY Y2 blocker	Measles CPE	GALR2 blocker	HCT116 bCat-KO	HCT116 PTEN-null	Yeast growth inh	Phagocytosis inh	MRP-1 activ
> COc1ccc(C(=O)Nc2cccc(-c3cc4ccccc4oc3=O)c2)cc1[N+](=O)[O-]
    12	-1	2	5	-2	37	44	-18	·	-0.6
> CO/N=C\C(=N\Nc1ccc(OC)cc1)C(=O)c1ccccc1
    -12	-12	11	9	-10	65	69	-53	-1	-4.4
> N/C(=N\c1nc2ccccc2o1)NC(=O)c1ccccc1NC(=O)c1ccccc1
    0	-13	2	4	-3	72	85	-34	2	-1.6
> CSc1nnc(-c2sccc2OCc2ccccc2)n1C
    -12	-7	3	7	-9	100	89	-46	1	-3.4
> CCOCCCNC(=O)C1CCCN(S(=O)(=O)CC)C1 (centres undefined)
    17	-2	0	4	17	94	100	-14	·	-1.6
> CC1CCCCC1NC1=NCCS1 (centres undefined)
    4	-5	1	0	1	99	110	-67	1	-1.1
> COc1ccccc1NC(=O)/C(C#N)=C/C=C/c1ccco1
    39	-4	6	2	4	25	23	-18	-2	-4.8
> Nc1nc(CSCCO)nc(Nc2ccccc2)n1
    -5	0	0	32*	-9	98	100	-28	-2	0.4
> CC(C)[C@H](NC(=O)c1ccco1)C(=O)OCC(=O)N1CCc2ccccc21
    18	-2	2	3	-15	101	101	-11	-1	-2.2
> CCNC(=O)COc1ccc(C=O)cc1OC
    -5	4	3	13	66*	91	90	4	-1	0.9
> COc1ccc(C)c2sc(NC(=O)C3=COCCO3)nc12
    ·	-12	0	1	3	99	106	-8	-1	3.6
> Cc1ccc(-c2nc3cccnc3s2)cc1NS(=O)(=O)c1ccc2c(c1)OCCO2
    -2	-10	4	3	-1	73	79	-9	1	-3.6
> COc1ccc2[nH]c(=O)c(CN(Cc3nnnn3CCc3ccccc3)CC3CCCO3)cc2c1 (centres undefined)
    ·	-13	2	47	-3	82	82	-52	0	-1.9
> CC(=O)Nc1ccc(S(=O)(=O)NC2=C(N3CCN(Cc4ccccc4)CC3)C(=O)c3ccccc3C2=O)cc1
    -2	-2	-7	14	4	55	64	-28	0	-1.9
> CCOC(=O)C1CCN(C(=O)Cc2c(C(=O)O)n(C)c3ccccc23)CC1
    -9	-3	-1	16	1	83	102	-42	0	-0.5
> COc1ccc(NC(=O)c2cc3c(s2)CCC3)cc1S(=O)(=O)N1CCOCC1
    ·	-19	-3	10	2	58	62	-20	-1	-1.7
> CCOCC(O)CNc1ccccc1 (centres undefined)
    ·	0	-2	37	2	99	98	9	-6	-0.1
> Cc1cccc(C(=O)Nc2cc(OCc3cccc(F)c3)c(Cl)cc2Cl)c1
    -4	-15	0	3	11	85	88	-60	0	1.7
> O=C(COC(=O)CNS(=O)(=O)c1cccc(Br)c1)NC(=O)Nc1ccc2c(c1)OCCO2
    ·	7	1	5	9	94	99	-35	-4	-1.7
> COc1ccc(CC(=O)N/N=C(\C)c2ccccn2)cc1
    1	0	-1	2	0	4.0*	5	-13	-5	1.2

The results go on.
Results follow in this order: E-sel TNF inh	Yeast life ext	NPY Y2 blocker	Measles CPE	GALR2 blocker	HCT116 bCat-KO	HCT116 PTEN-null	Yeast growth inh	Phagocytosis inh	MRP-1 activ
> COc1c(O)ccc(/C=C(\C#N)c2nc3ccccc3[nH]2)c1[N+](=O)[O-]
    ·	-2	1	9	4	86	96	-26	-2	-2.0
> COc1ccccc1NC(=O)C1=C(C)NC2=C(C(=O)CCC2)C1c1ccc2c(c1)OCO2 (centres undefined)
    -5	-12	2	15	-16	97	105	-95	-1	-0.8
> O=C(O)CCC(=O)c1c[nH]c2ccccc12
    -5	-5	5	15	-1	87	103	-60	-1	-1.5
> CS(=O)(=O)N1CCN(c2ccc([N+](=O)[O-])c(NCc3ccc(Cl)cc3)c2)CC1
    ·	-3	7	34	0	2.2*	6	-24	-11	-5.1
> CCC(C)Sc1nc2c(c(=O)[nH]c(=O)n2C)n1C (centres undefined)
    6	-14	0	6	-5	98	92	-12	4	-0.6
> COc1ccc(OC)c(/C=C/C(=O)N(C)CC(=O)Nc2cc(C)ccc2C)c1
    ·	-1	2	12	8	96	94	-33	-4	-1.2
> COC(=O)c1c(/N=C/NOCc2ccc(Cl)cc2)sc2c1CCN(c1ncc(C(F)(F)F)cc1Cl)C2
    -5	0	5	11	-11	74	67	-8	0	-5.0
> COc1cc(/C=N/NC(=O)C2c3ccccc3Oc3ccccc32)ccc1O
    -12	-7	-2	15	-2	86	102	-59	·	-0.6
> CCOC(=O)CCc1cccc2c1CCC2=O
    ·	-7	0	27	-11	108	106	-45	·	0.8
> CCOC(=O)c1cc2occc2n1CC(=O)N1CCCc2ccccc21
    ·	1	0	9	-8	87	82	-53	1	-1.2
> O=C(CCn1c(SCC(=O)c2ccccc2)nc2ccccc2c1=O)NCc1ccc(F)cc1
    -18	-22	1	12	2	96	103	-28	0	-2.7
> CCOC(=O)CSc1nc2ccc(N)cc2s1
    7	-9	2	29	-2	91	95	-40	-1	-3.4
> CCN(CC)S(=O)(=O)c1ccc2oc(C(=O)O)c(C)c2c1
    17	-3	0	5	-7	95	102	-3	0	-1.1
> CCOC(=O)C1=C(c2cccc(Oc3ccccc3)c2)NC(=S)NC1C (centres undefined)
    18	-7	6	30	-1	37	48	-60	·	-2.0
> Cc1cc(C)cc(CC2CC(=O)N(c3cc(C)on3)C2=O)c1 (centres undefined)
    -5	-2	5	15	-7	88	98	-18	·	-1.1
> CCCCn1c(Cc2ccccc2)n[nH]c1=S
    0	6	5	6	-13	91	94	-9	0	-2.6
> CCC(C)n1c(SCc2ccccc2)nc2ccsc2c1=O (centres undefined)
    ·	-3	9	4	-22	80	74	-13	1	-3.4
> CC1(C)Cc2ccccc2-c2nc(NCCO)n(-c3ccccc3)c(=O)c21
    -3	-6	-2	4	21	95	96	4	1	0.9
